Fh CTSL1 inh: blocks F. hepatica cathepsin L1 in PFM18AAP counter-screen. inhibition, % at 5.96 µM. hit rate 0.49% among 300,000. AID 1906. recombinant F. hepatica cathepsin L1, Z-Leu-Arg-MCA fluorescence;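 active = inhibition above the mean of all tested compounds plus 3 SD, set per screening campaign, cut at about 17% in these data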;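 also: 0% = plate median of test compound wells and 100% = 1 µM Z-Phe-Ala-diazomethylketone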
TPT1 inhibitor: C. albicans TPT1 enzyme inhibition | inhibition, % at 5 µM | recombinant caTPT1, FP RNA substrate dephosphorylation | hit rate 0.81% among 300,000 | AID 1962;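 active = inhibition above the mean of all tested compounds plus 3 SD, set per screening campaign, cut at about 24% in these data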;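 also: plate controls were DMSO alone for no effect and ferristatin control at 100 nM for full effect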
core dimer inh: blocks dimerization of HCV core protein; TR-FRET GST/Flag-core106 dimerization, 1536-well; inhibition, % at 5 µM; hit rate 0.33% among 300,000;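 active = inhibition above the mean of all tested compounds plus 3 SD, set per screening campaign, cut at about 45% in these data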
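System – GST-tagged and Flag-tagged HCV core protein residues 1-106 · Repeats – one well for each compound · Technique – TR-FRET 671 and 617 nm emission · Doses – one concentration, 5 µM, in 0.5% DMSO · Times – 4 h, 22.5 °C incubation · Also added – Eu donor and XL665 acceptor anti-tag antibodies · Measure – percent inhibition of core106 dimerization signal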
GASC-1 inh: inhibitors of human GASC-1 (JMJD2C) demethylase | Q9H3R0 | GST-JMJD2C(1-420) H3K9me3 demethylation, DELFIA europium | inhibition, % at 2.35 µM | hit rate 0.069% among 330,000 | AID 2099;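 active = more than half of a compound's replicate wells show inhibition beyond 50%, single wells judged on their own value; inconclusive = some, but no more than half, of replicates pass 50% inhibition; inactive = no replicate passes 50% inhibition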;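 also: signal counts dimethyl H3K9 product captured on neutravidin plate; 0% = median of DMSO wells and 100% = 0.3 times that DMSO median; strong numbers were not always called active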
ZTA DNA inh: counter-screen for EBNA-1 inhibitors: inhibitors of Epstein-Barr virus ZTA; hit rate 0.15% among 320,000; ZTA-DNA binding, fluorescence polarization; AID 2234; P03206; inhibition, % at 11 µM; in the data active = inhibition above about 33%
PP1 counter: blocks human PP1-alpha phosphatase, a PP5 counter-screen; AID 2235; purified PP1alpha, OMFP fluorescence; hit rate 0.9% among 320,000; inhibition, % at 6.7 µM;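 active = inhibition above the mean inhibition of all tested compounds plus 3 SD, computed separately for each screening campaign, cut at about 15% in these data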
Target sequence (P62136 whole entry, looked up): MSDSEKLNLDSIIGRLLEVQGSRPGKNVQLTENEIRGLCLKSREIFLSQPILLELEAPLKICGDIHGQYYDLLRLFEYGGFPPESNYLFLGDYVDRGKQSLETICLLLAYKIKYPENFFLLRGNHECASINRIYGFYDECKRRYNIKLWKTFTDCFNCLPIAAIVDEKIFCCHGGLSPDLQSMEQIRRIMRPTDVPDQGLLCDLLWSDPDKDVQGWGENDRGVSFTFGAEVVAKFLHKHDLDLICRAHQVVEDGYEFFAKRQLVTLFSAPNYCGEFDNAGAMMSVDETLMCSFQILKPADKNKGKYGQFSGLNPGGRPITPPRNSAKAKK
PP5 inh: inhibitors of human protein phosphatase 5 (PP5) | P53041 | purified PP5c, OMFP substrate fluorescence | inhibition, % at 6.7 µM | hit rate 0.18% among 320,000 | AID 1987;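 active = inhibition above the campaign's mean inhibition across all tested compounds plus 3 SD, cut at about 9.5% in these data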;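 also: 0% = DMSO only and 100% = 100 µM cantharidin control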
Target sequence (P53041 whole entry, looked up): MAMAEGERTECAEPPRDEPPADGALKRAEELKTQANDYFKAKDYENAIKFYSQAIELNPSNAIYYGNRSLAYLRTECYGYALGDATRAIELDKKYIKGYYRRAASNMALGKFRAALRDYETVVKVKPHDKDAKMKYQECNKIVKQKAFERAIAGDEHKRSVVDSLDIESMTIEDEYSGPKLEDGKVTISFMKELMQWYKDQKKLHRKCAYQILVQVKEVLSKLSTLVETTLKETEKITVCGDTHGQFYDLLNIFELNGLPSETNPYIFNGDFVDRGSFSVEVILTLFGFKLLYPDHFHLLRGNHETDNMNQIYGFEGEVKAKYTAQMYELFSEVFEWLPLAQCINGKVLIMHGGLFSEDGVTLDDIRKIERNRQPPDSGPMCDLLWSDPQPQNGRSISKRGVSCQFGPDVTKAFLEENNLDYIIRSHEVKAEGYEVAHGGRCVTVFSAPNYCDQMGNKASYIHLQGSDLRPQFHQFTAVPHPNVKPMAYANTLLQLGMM
EBNA-1 inhibitor: blocks EBNA-1 binding to DNA | EBNA-1 DNA binding, fluorescence polarization | inhibition, % at 14.8 µM | hit rate 0.34% among 300,000; in the data active = inhibition above about 28%
Yeast superoxide: yeast age-related superoxide inhibition as caloric restriction mimetic; S. cerevisiae aged cells, superoxide DHE fluorescence; hits give low values; superoxide response (% of plate mean), % at 10 µM; hit rate 0.18% among 330,000;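 active = superoxide response under a set limit, about three screen SD below normal, cut at about 65% in these data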;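 also: yeast aged for seven days with compound at 30 °C before DHE staining; 100% = average MFI of all compound-treated wells on the plate with controls excluded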
* hit, by the source's call; ? = inconclusive.

[1] CC1C/C(=N\NC(=O)c2ccc(NS(=O)(=O)c3ccc(Br)cc3)cc2)CC(C)(C)C1 (centres undefined)
[2] COc1ccccc1NC(=S)N(Cc1ccc(C(=O)O)cc1)Cc1ccc(OC)c(OC)c1
[3] CC(CN1CCCCC1)OC(=O)C1c2ccccc2Oc2ccccc21 (centres undefined)
[4] O=C(O)C1CC1C(=O)N1CCN(c2ccc(Cl)c(Cl)c2)CC1 (centres undefined)
[5] O=C(NN1CCOCC1)c1ccc(Br)cc1
[6] Cc1ccc(C2=NNC(=O)C(c3c[nH]c4ccccc34)C2)cc1 (centres undefined)

compound no.	1	2	3	4	5	6
Fh CTSL1 inh	0	-1	2	1	3	8
TPT1 inhibitor	-2	0	-3	-1	-1	0
core dimer inh	7	1	-9	-6	3	0
GASC-1 inh	-2	-6	-12	-3	-12	-3
ZTA DNA inh	-6	1	-9	4	7	2
PP1 counter	0	-5	0	5	-1	0
PP5 inh	-1.5	-2.1	0.7	0.7	-1.5	1.6
EBNA-1 inhibitor	9	-6	0	2	12	-6
Yeast superoxide	101	111	91	89	98	106

[7] Cc1cn(C2OC[C@@H](O)[C@@H]2CO)c(=O)[nH]c1=O (some centres undefined)
[8] C[N+]1(CC(O)COCC2COc3ccccc3O2)CCOCC1 (centres undefined)
[9] CC(C)C(=O)N1CCC2(CC1)Oc1ccc(Cl)cc1C(=O)C21CC(c2cccnc2)=NO1 (centres undefined)
[10] O=C(CSc1nc2ccccc2c(=O)n1-c1ccc(F)cc1F)c1c[nH]c2ccccc12
[11] CCOC(=O)C1(CC2CC2)CCN(Cc2ccc(O)c(Cl)c2)CC1
[12] Cc1ccc(C(=O)CSc2nnc(Cn3nnc4ccccc43)n2C)cc1

compound no.	7	8	9	10	11	12
Fh CTSL1 inh	0	6	-1	-2	-1	-2
TPT1 inhibitor	0	1	-2	4	1	-2
core dimer inh	-7	0	-1	6	0	-1
GASC-1 inh	-4	9	-27	-14	1	-7
ZTA DNA inh	-2	12	-28	11	-5	-5
PP1 counter	-2	2	-2	-3	-1	-5
PP5 inh	1.5	-1.1	1.8	0.8	-3.2	3.7
EBNA-1 inhibitor	-15	9	2	20	-3	-2
Yeast superoxide	122	114	108	106	101	91

[13] NC(=O)c1ccccc1NC(=O)Nc1ccc(F)c(Cl)c1
[14] CCN(CC(=O)NCc1ccc(Cl)cc1)C(=O)CCc1ccccc1
[15] CC(=O)C1=C(O)C(=O)N(c2ccc(O)cc2)C1c1ccc(F)cc1 (centres undefined)
[16] CC1CCCC(NC(=O)c2cc(S(=O)(=O)N3CCOCC3)ccc2F)C1C (centres undefined)
[17] CCn1c(-c2ccccc2)c(C(=O)CC#N)c2ccccc21
[18] CSc1cccc(NC(=O)NCc2cccc(CNC(=O)Nc3cccc(SC)c3)c2)c1

compound no.	13	14	15	16	17	18
Fh CTSL1 inh	-6	-2	0	0	3	0
TPT1 inhibitor	1	-3	4	2	13	51*
core dimer inh	-6	-1	-11	-2	4	-1
GASC-1 inh	0	18	7	4	?	20
ZTA DNA inh	11	-12	-21	-5	-9	7
PP1 counter	-2	0	2	-3	0	14
PP5 inh	1.1	2.9	3.0	-7.8	1.9	1.7
EBNA-1 inhibitor	11	-23	-2	1	1	34*
Yeast superoxide	96	109	102	95	105	96

[19] CN(CCOc1ccccc1)C(=O)c1ccc2c(=O)n3c(nc2c1)CCC3
[20] CC(C)N1C(=O)CCC1C(=O)NCc1ccccc1Cl (centres undefined)
[21] COc1ccc(CN(CCCN2CCOCC2)C(=O)Nc2cccc(Cl)c2)cc1OC
[22] Cc1ccc(NNC(=O)C2CCC2)cc1C
[23] COc1ccc(N(C(=O)c2ccco2)C(C(=O)NC2CCCC2)c2cccnc2)c(OC)c1 (centres undefined)
[24] CC1(C(=O)N/N=C/c2ccc([N+](=O)[O-])o2)CC1(Br)Br (centres undefined)

compound no.	19	20	21	22	23	24
Fh CTSL1 inh	1	9	-3	-2	1	2
TPT1 inhibitor	-1	-2	-1	-5	-3	2
core dimer inh	-1	-18	-1	-2	-2	-5
GASC-1 inh	10	3	6	2	-29	109
ZTA DNA inh	-4	-17	-7	-7	1	11
PP1 counter	-1	-2	-4	-4	-2	0
PP5 inh	-0.3	-7.8	3.0	-3.4	1.8	4.8
EBNA-1 inhibitor	10	-3	-7	3	-2	-5
Yeast superoxide	81	110	102	97	112	100

[25] COc1ccccc1N(CC(O)CN1CCCCC1)S(=O)(=O)c1ccc(C)cc1 (centres undefined)
[26] CCNC(=O)CCn1nc(-c2ccc(C)cc2)c2ccccc2c1=O
[27] CC(NC(=O)CSc1ncccn1)c1ccc(Cl)cc1Cl (centres undefined)
[28] CCCCn1c(NCc2ccccc2O)nc2ccccc21
[29] CCCCOC(=O)Nc1ccc(S(=O)(=O)Nc2cc(C)nc(C)n2)cc1
[30] Cc1ccc(S(=O)(=O)c2c(C)cc(C)nc2Oc2cccc(C(F)(F)F)c2)cc1

compound no.	25	26	27	28	29	30
Fh CTSL1 inh	10	0	2	-4	2	4
TPT1 inhibitor	-2	-2	-3	-5	0	-3
core dimer inh	-5	1	-3	4	-7	4
GASC-1 inh	19	-3	-11	-2	-1	-4
ZTA DNA inh	-10	-11	7	-1	-8	1
PP1 counter	5	0	-3	-2	-2	1
PP5 inh	-5.8	2.2	-2.3	5.1	0.2	4.0
EBNA-1 inhibitor	-3	-7	-6	-7	0	3
Yeast superoxide	102	93	106	120	97	96

[31] COc1ccccc1Nc1nc(-c2sc(NC(=O)c3ccco3)nc2C)cs1
[32] OCC[C@H]1C[C@H](O)[C@@H](O)[C@]2(CCc3ccccc3CO2)O1
[33] O=C(CNC(=O)c1ccc(Cl)cc1)OCc1nc2ccccc2s1
[34] COc1ccc(C(=O)Nc2c(N)nc(SCC(=O)NCC3CCCO3)[nH]c2=O)cc1OC (centres undefined)
[35] Cc1ccc2nc(C)c(CN3CCN(c4ccc([N+](=O)[O-])cc4Cl)CC3)n2c1
[36] O=C(O)CCCC(=O)NCCCCc1ccccc1

compound no.	31	32	33	34	35	36
Fh CTSL1 inh	-1	0	-10	-2	-2	-8
TPT1 inhibitor	4	3	3	0	-1	0
core dimer inh	-2	-6	2	2	10	1
GASC-1 inh	8	5	-31	-6	4	11
ZTA DNA inh	6	-8	-8	9	-3	-5
PP1 counter	4	-2	-1	4	-2	-6
PP5 inh	4.0	3.3	2.0	0.5	2.4	1.6
EBNA-1 inhibitor	-1	2	2	-2	8	0
Yeast superoxide	93	110	103	102	104	85

[37] COc1ncccc1-c1nnn(-c2ccc(F)cc2)n1
[38] O=C(Nc1ccc(F)cc1)Nc1csc2ccccc12
[39] CCOc1ccc(NC(=O)c2cnccn2)cc1
[40] COc1c(C)cccc1C(=O)Nc1ccc(CN2CCOCC2)cc1
[41] Cc1cc2c(cc1S(=O)(=O)NC1CCCCC1C)OCC(=O)N2 (centres undefined)
[42] C=CCOC(=O)C(C#N)c1nc2ccccc2nc1N1CCN(c2ccccc2OC)CC1 (centres undefined)

compound no.	37	38	39	40	41	42
Fh CTSL1 inh	-2	1	1	0	1	0
TPT1 inhibitor	1	0	4	1	3	0
core dimer inh	-1	-1	2	4	0	-18
GASC-1 inh	5	-1	0	15	-2	-6
ZTA DNA inh	4	4	9	6	12	5
PP1 counter	2	0	0	-4	-2	4
PP5 inh	-1.2	2.3	-0.3	-0.2	0.8	0.2
EBNA-1 inhibitor	9	-3	-12	6	-8	13
Yeast superoxide	93	90	99	104	95	80

[43] COc1cc(C(=O)OCC(=O)NCc2ccccc2)cc(NC(=O)c2ccco2)c1OC
[44] COc1cc([N+](=O)[O-])ccc1NC(=O)CSc1nc2ccccc2n1-c1ccccc1
[45] CC1=CC(C)(C)n2c(O)c(N=NC(N)=S)c3c(C)c(C)cc1c32
[46] COc1ccc(C2=NN(C(=O)CSc3nnc(-c4ccccc4F)o3)C(c3ccco3)C2)cc1 (centres undefined)
[47] CCOc1ccc(-n2cnc3c(=O)[nH]c(N)nc32)cc1
[48] COc1ccc(NC(=S)N2CCN(C(=O)c3ccco3)CC2)cc1

compound no.	43	44	45	46	47	48
Fh CTSL1 inh	-1	1	7	6	0	-3
TPT1 inhibitor	-3	2	4	3	4	1
core dimer inh	8	-49	8	23	-1	-4
GASC-1 inh	0	0	23	-15	14	5
ZTA DNA inh	11	-1	4	-14	-11	6
PP1 counter	0	-2	-3	9	-1	-1
PP5 inh	0.9	2.3	1.5	-0.3	2.2	2.4
EBNA-1 inhibitor	-5	-8	-3	4	-19	-3
Yeast superoxide	106	97	105	86	89	96

[49] COc1ccnc(CSC(N)=Nc2ccccc2OC)c1
[50] O=C(c1ccco1)N1CCN(c2nc(C3CC3)nc3c2nnn3Cc2ccccc2Cl)CC1
[51] c1ccc(-c2c[nH]c3[n+]2CCCCC3)cc1
[52] Cc1nn(C)cc1C(=O)c1ccccc1
[53] COc1ccccc1-n1nnnc1SCC(=O)Nc1ccc(C)c(N)c1
[54] Nc1nonc1-n1nnc(C(=O)N/N=C/c2cccc(F)c2)c1-c1ccc2c(c1)OCO2
[55] COc1cc2cc(Oc3ccc4ccc(=O)oc4c3)c(=O)oc2cc1OC(=O)C=C(C)C
[56] COc1ccc(C2CCN(CC(=O)N(C)C)CC2O)cc1 (centres undefined)

compound no.	49	50	51	52	53	54	55	56
Fh CTSL1 inh	1	-3	-2	7	1	2	-2	1
TPT1 inhibitor	-3	-2	-1	-7	-92	-3	1	-3
core dimer inh	0	32	0	-2	0	17	-6	-13
GASC-1 inh	-11	-3	8	8	8	-41	-24	-3
ZTA DNA inh	6	-10	-25	-15	-3	10	8	-7
PP1 counter	-3	15	0	-2	-2	-2	-2	-1
PP5 inh	-1.8	4.3	-0.2	-0.5	4.2	1.8	3.1	1.6
EBNA-1 inhibitor	-7	9	6	-7	-16	12	-10	1
Yeast superoxide	97	105	95	99	108	113	105	99

In the list so far, these have a furan ring, fused or not:
[23] COc1ccc(N(C(=O)c2ccco2)C(C(=O)NC2CCCC2)c2cccnc2)c(OC)c1 (centres undefined)
[24] CC1(C(=O)N/N=C/c2ccc([N+](=O)[O-])o2)CC1(Br)Br (centres undefined)
[31] COc1ccccc1Nc1nc(-c2sc(NC(=O)c3ccco3)nc2C)cs1
[43] COc1cc(C(=O)OCC(=O)NCc2ccccc2)cc(NC(=O)c2ccco2)c1OC
[46] COc1ccc(C2=NN(C(=O)CSc3nnc(-c4ccccc4F)o3)C(c3ccco3)C2)cc1 (centres undefined)
[48] COc1ccc(NC(=S)N2CCN(C(=O)c3ccco3)CC2)cc1
[50] O=C(c1ccco1)N1CCN(c2nc(C3CC3)nc3c2nnn3Cc2ccccc2Cl)CC1

compound no.	23	24	31	43	46	48	50
Fh CTSL1 inh	1	2	-1	-1	6	-3	-3
TPT1 inhibitor	-3	2	4	-3	3	1	-2
core dimer inh	-2	-5	-2	8	23	-4	32
GASC-1 inh	-29	109	8	0	-15	5	-3
ZTA DNA inh	1	11	6	11	-14	6	-10
PP1 counter	-2	0	4	0	9	-1	15
PP5 inh	1.8	4.8	4.0	0.9	-0.3	2.4	4.3
EBNA-1 inhibitor	-2	-5	-1	-5	4	-3	9
Yeast superoxide	112	100	93	106	86	96	105

Screens (PubChem)
